Screening results (PubChem BioAssay)
OPRM1-OPRD1 inv – inverse agonists of MOR-DOR heterodimerization, primary screen, cell-based, luminescence. inhibition, % at 9.3 µM. cell-based MOR-DOR heterodimer luminescence, inverse agonism. Mu-type opioid receptor (Homo sapiens) + Delta-type opioid receptor (Homo sapiens), …. AID 504357, 2011. hit rate 0.21% among 340,000; in the data active means inhibition above about 22%, passing the limit was not always enough;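 further: 0% = cells with DMSO and 100% = wells without cells with DMSO; values of inactives mirror those of a sister screen read the other way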
Keap1 Nrf2 FP – Keap1-Nrf2 protein-protein interaction inhibitors, primary screen, biochemical, fluorescence polarization, single point. Kelch-like ECH-associated protein 1 (Homo sapiens), Q14145. hit rate 0.15% among 340,000. inhibition, % at 9.4 µM. Keap1 Kelch-Nrf2 peptide fluorescence polarization, 1536-well; in the data active means inhibition above about 12%;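 further: human Keap1 Kelch domain with fluorescein labeled Nrf2 9mer peptide probe; 0% = neutral control wells and 100% = peptide positive control; higher means more block of Keap1 binding to Nrf2 peptide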
Target sequence (Q14145 whole entry, looked up, the tested form may be a part): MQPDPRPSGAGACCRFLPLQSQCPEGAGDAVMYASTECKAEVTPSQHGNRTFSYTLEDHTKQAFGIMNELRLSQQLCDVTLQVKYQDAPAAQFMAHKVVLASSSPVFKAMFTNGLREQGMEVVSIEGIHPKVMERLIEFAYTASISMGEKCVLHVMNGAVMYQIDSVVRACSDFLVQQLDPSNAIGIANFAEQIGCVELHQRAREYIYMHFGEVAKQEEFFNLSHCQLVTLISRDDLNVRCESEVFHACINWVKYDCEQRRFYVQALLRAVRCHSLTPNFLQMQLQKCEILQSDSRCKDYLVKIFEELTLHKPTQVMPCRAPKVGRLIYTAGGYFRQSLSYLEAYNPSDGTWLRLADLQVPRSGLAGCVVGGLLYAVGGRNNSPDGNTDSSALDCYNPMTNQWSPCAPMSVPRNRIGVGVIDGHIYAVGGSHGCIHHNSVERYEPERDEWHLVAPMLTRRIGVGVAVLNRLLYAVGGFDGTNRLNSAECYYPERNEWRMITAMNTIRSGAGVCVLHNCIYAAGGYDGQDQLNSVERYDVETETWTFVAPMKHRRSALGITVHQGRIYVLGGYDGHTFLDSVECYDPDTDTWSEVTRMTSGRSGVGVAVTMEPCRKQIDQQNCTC
HTR5A inv ag – HTR5A inverse agonists in luminescence cell assay, primary screen, counter-screen for OPRM1-OPRD1 heterodimer inverse agonist project, full-deck HTS. AID 504634, 2011. 5-hydroxytryptamine receptor 5A (Homo sapiens), P47898. HTR5A cell line, inverse agonism. inhibition, % at 9.3 µM. hit rate 0.083% among 340,000; in the data active means inhibition mostly above about 23%, no sharp cut-off; inactive means mostly below about 18%;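 further: 0% = cells with DMSO and 100% = no-cell wells with DMSO; some compounds called inactive have numbers as strong as hits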
Target sequence (P47898 whole entry, looked up): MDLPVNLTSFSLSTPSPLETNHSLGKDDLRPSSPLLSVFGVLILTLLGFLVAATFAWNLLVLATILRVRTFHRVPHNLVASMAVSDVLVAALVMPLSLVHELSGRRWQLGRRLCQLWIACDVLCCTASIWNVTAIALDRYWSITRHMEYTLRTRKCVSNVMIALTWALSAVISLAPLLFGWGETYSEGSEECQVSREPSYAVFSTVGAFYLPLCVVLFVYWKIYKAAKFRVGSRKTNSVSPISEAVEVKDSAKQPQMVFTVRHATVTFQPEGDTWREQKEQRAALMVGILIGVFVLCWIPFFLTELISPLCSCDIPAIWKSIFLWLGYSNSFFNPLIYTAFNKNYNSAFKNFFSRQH
V-ATPase pH – regulators of yeast V-ATPase proton pumping, primary screen, pHLuorin cytosolic pH fluorescence; S. cerevisiae; response, % at 10 µM; hit rate 0.37% among 350,000; AID 504577, 2011; in the data active means response mostly above about 7.3%, no sharp cut-off; inactive means mostly below about 5.4%; further: actives read high; inactives centre near 0; some compounds called inactive have numbers as strong as hits; reference of the scale not given here
HTR5A ag ctr – HTR5A agonists in luminescence cell assay, primary screen, counter-screen for OPRM1-OPRD1 heterodimer agonist project, full-deck HTS; hit rate 0.61% among 340,000; activation, % at 9.3 µM; cell-based; 5-hydroxytryptamine receptor 5A (Homo sapiens), P47898; in the data active means activation mostly above about 9.5%, no sharp cut-off; inactive means mostly below about 7.6%;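 further: 0% = cells with vehicle only and 100% = reference agonist; strong numbers were not always called active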
Cardiac RTF inh – cardiac RTF calcium sensitivity inhibitors, primary screen, biochemical, IANBD-TnC fluorescence, EC70 calcium. IANBD-labeled cardiac RTF, Ca2+ fluorescence. inhibition, % at 7.15 µM. hit rate 0.12% among 340,000;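 active means inhibition above the mean inhibition of all tested compounds plus 3 SD, cut at about 17% in these data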;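 further: assay run at fixed EC70 calcium of 1.6 mM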
CAL-PDZ inh HTS – untagged CAL PDZ binding inhibitors, primary screen, biochemical, fluorescence polarization, HTS; Golgi-associated PDZ and coiled-coil motif-containing protein (Homo sapiens), Q9HD26; purified CAL PDZ, TMR-peptide fluorescence polarization, 1 h; inhibition, % at 24.9 µM; hit rate 0.92% among 300,000; AID 602252, 2012;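 active means mean inhibition of at least 30% with at least half of replicates also reaching 30%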;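 further: 0% = DMSO neutral control and 100% = excess unlabeled competitor peptide PRC23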
C-LANA FP – inhibitors of KSHV C-LANA binding to DNA, primary screen, biochemical, fluorescence polarization, FAM-LBS DNA, MBP-C-LANA, single point; Kaposi's sarcoma herpesvirus LANA C-terminal domain (residues 932-1162) DNA binding; inhibition, % at 9 µM; hit rate 0.078% among 340,000; AID 504423, 2011;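 active means highest replicate inhibition at or above 60% at 9 µM, even if other replicates fall short; inactive means all replicates below 60% inhibition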;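 further: 0% = neutral control wells and 100% = 4 µM acridine orange control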
cardiac RTF act – cardiac RTF calcium sensitivity activators, primary screen, biochemical, IANBD-TnC fluorescence, EC20 calcium | IANBD-labeled TnC RTF fluorescence at EC20 calcium; 0% EC20 calcium, 100% full calcium | activation, % at 7.2 µM | hit rate 0.24% among 340,000;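 active means activation above the mean over all tested compounds plus 3 SD, cut at about 30% in these data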;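 further: rise in fluorescence read as greater calcium sensitivity of cardiac thin filaments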
MOR-DOR ag – agonists of OPRM1-OPRD1 heterodimerization, primary screen, cell-based, luminescence; Mu-type opioid receptor (Homo sapiens) + Delta-type opioid receptor (Homo sapiens), …; activation, % at 9.3 µM; AID 504326, 2011; hit rate 0.3% among 340,000; cells; in the data active means activation above about 18%;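 further: 0% = vehicle-treated cells and 100% = reference agonist; values of inactives mirror those of a sister screen read the other way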
* hit, by the source's call.

What do the screens show for `CCCCn1c(N)c(N(CCOC)C(=O)c2sc3ccccc3c2Cl)c(=O)[nH]c1=O`?
OPRM1-OPRD1 inv: -1; Keap1 Nrf2 FP: -3; HTR5A inv ag: 0; V-ATPase pH: 0; HTR5A ag ctr: 0; Cardiac RTF inh: 7; CAL-PDZ inh HTS: 0; C-LANA FP: 2.2; cardiac RTF act: 5; MOR-DOR ag: 0.2

How did COc1ccc(Cc2nnc(NC(=O)CS(=O)(=O)c3ccc(C)cc3)s2)cc1OC do in these assays?
OPRM1-OPRD1 inv: -10; Keap1 Nrf2 FP: 0; HTR5A inv ag: -19; V-ATPase pH: 6; HTR5A ag ctr: -1; Cardiac RTF inh: -6; CAL-PDZ inh HTS: 2; C-LANA FP: 1.0; cardiac RTF act: 1; MOR-DOR ag: 1.5

How did CCC(Oc1ccccc1F)C(=O)NCCCn1ccnc1 (configuration not stated) do in these assays?
OPRM1-OPRD1 inv: -9; Keap1 Nrf2 FP: -5; HTR5A inv ag: -3; V-ATPase pH: 0; HTR5A ag ctr: 2; Cardiac RTF inh: -4; C-LANA FP: -1.7; cardiac RTF act: -3; MOR-DOR ag: 1.0

How did CCOC(=O)[C@H]1[C@H]2COc3ccccc3[C@@H]2N2C(=O)CNC(=O)[C@@]12C do in these assays?
OPRM1-OPRD1 inv: 2; Keap1 Nrf2 FP: 2; HTR5A inv ag: -33; V-ATPase pH: 3; HTR5A ag ctr: 3; Cardiac RTF inh: -5; CAL-PDZ inh HTS: -1; C-LANA FP: 1.0; cardiac RTF act: -6; MOR-DOR ag: -0.5

How did CC(=O)Nc1ccc(SCC(=O)Nc2ccccc2N2CCOCC2)cc1 do in these assays?
OPRM1-OPRD1 inv: 11; Keap1 Nrf2 FP: -8; HTR5A inv ag: 6; V-ATPase pH: 1; HTR5A ag ctr: -2; Cardiac RTF inh: 7; C-LANA FP: -2.5; cardiac RTF act: 1; MOR-DOR ag: -2.1

How did CCC(=O)Nc1cccc(NC(=O)CSc2nnnn2Cc2ccccc2)c1 do in these assays?
OPRM1-OPRD1 inv: 8; Keap1 Nrf2 FP: -5; HTR5A inv ag: 15; V-ATPase pH: -1; HTR5A ag ctr: -1; Cardiac RTF inh: -3; CAL-PDZ inh HTS: -2; C-LANA FP: 2.0; cardiac RTF act: -2; MOR-DOR ag: -1.4

Results for Cc1cccc(OCC(=O)NCC(C)(C)N2CCOCC2)c1 ?
OPRM1-OPRD1 inv: 5; Keap1 Nrf2 FP: -6; HTR5A inv ag: 9; V-ATPase pH: 1; HTR5A ag ctr: -3; Cardiac RTF inh: 0; CAL-PDZ inh HTS: 0; C-LANA FP: -2.9; cardiac RTF act: 1; MOR-DOR ag: -1.3

What do the screens show for `COc1ccc(OC)c(/C=C/C(=O)OCC(=O)c2c(N)n(C)c(=O)n(C)c2=O)c1`?
OPRM1-OPRD1 inv: 15; Keap1 Nrf2 FP: -2; HTR5A inv ag: 0; V-ATPase pH: 0; HTR5A ag ctr: 0; Cardiac RTF inh: -7; CAL-PDZ inh HTS: -5; C-LANA FP: -1.3; cardiac RTF act: 0; MOR-DOR ag: -3.1

Results for COc1ccc(CN(C)CC(=O)NCC(=O)Nc2c(C)cccc2C)cc1 ?
OPRM1-OPRD1 inv: 6; Keap1 Nrf2 FP: -2; HTR5A inv ag: -7; V-ATPase pH: 0; HTR5A ag ctr: -1; Cardiac RTF inh: -4; CAL-PDZ inh HTS: -1; C-LANA FP: 0.5; cardiac RTF act: -2; MOR-DOR ag: -1.5

Results for O=C(CSC1=NCCS1)NC(NC(=O)CSC1=NCCS1)c1ccccc1 ?
OPRM1-OPRD1 inv: 8; Keap1 Nrf2 FP: -4; HTR5A inv ag: 7; V-ATPase pH: 0; HTR5A ag ctr: -3; Cardiac RTF inh: 3; CAL-PDZ inh HTS: 2; C-LANA FP: -0.1; cardiac RTF act: -2; MOR-DOR ag: -1.4

What do the screens show for `COC(=O)[C@H](Cc1c[nH]c2ccccc12)NC(=O)NCc1ccc(OC)cc1`?
OPRM1-OPRD1 inv: 11; Keap1 Nrf2 FP: -1; HTR5A inv ag: 15; V-ATPase pH: 0; HTR5A ag ctr: -4; Cardiac RTF inh: 0; CAL-PDZ inh HTS: -1; C-LANA FP: 0.4; cardiac RTF act: 3; MOR-DOR ag: -2.5

What do the screens show for `COc1ccc(/C=C/C(=O)NCCCN2CCOCC2)cc1`?
OPRM1-OPRD1 inv: 4; Keap1 Nrf2 FP: -1; HTR5A inv ag: -14; V-ATPase pH: 6; HTR5A ag ctr: 4; Cardiac RTF inh: -17; CAL-PDZ inh HTS: -2; C-LANA FP: -0.7; cardiac RTF act: -1; MOR-DOR ag: -1.0

How did Nc1ccc(OC(=O)Nc2ccc(O)cc2)cc1 do in these assays?
OPRM1-OPRD1 inv: -9; Keap1 Nrf2 FP: -4; HTR5A inv ag: -1; V-ATPase pH: 5; HTR5A ag ctr: 0; Cardiac RTF inh: -3; CAL-PDZ inh HTS: 1; C-LANA FP: 0.4; cardiac RTF act: 3; MOR-DOR ag: 2.1

What do the screens show for `COCC(=O)N(Cc1cc2ccccc2[nH]c1=O)c1ccc(OC)cc1`?
OPRM1-OPRD1 inv: 19; Keap1 Nrf2 FP: 6; HTR5A inv ag: 11; V-ATPase pH: 4; HTR5A ag ctr: 6; Cardiac RTF inh: -15; CAL-PDZ inh HTS: 62*; C-LANA FP: 3.5; cardiac RTF act: -6; MOR-DOR ag: -4.6

How did Cc1nc(C(=O)NCCCO)cc2c1[nH]c1ccccc12 do in these assays?
OPRM1-OPRD1 inv: 10; Keap1 Nrf2 FP: 0; HTR5A inv ag: -6; V-ATPase pH: 2; HTR5A ag ctr: 2; Cardiac RTF inh: -4; CAL-PDZ inh HTS: -5; C-LANA FP: -1.8; cardiac RTF act: -6; MOR-DOR ag: -1.9

What do the screens show for `Cc1ccc(OCCN2CCN(C(=O)CCC(=O)Nc3nnc(C(C)C)s3)CC2)cc1`?
OPRM1-OPRD1 inv: -20; Keap1 Nrf2 FP: -6; HTR5A inv ag: -4; HTR5A ag ctr: 2; Cardiac RTF inh: -4; CAL-PDZ inh HTS: -3; C-LANA FP: -0.6; cardiac RTF act: 2; MOR-DOR ag: 3.3

What do the screens show for `CC1CN(C(=O)c2ccc(S(=O)(=O)Nc3cccc(C(F)(F)F)c3)cc2)CC(C)O1` (configuration not stated)?
OPRM1-OPRD1 inv: 0; Keap1 Nrf2 FP: -4; HTR5A inv ag: 17; V-ATPase pH: -4; HTR5A ag ctr: -7; Cardiac RTF inh: 4; CAL-PDZ inh HTS: -1; C-LANA FP: 0.4; cardiac RTF act: 3; MOR-DOR ag: 0.0

How did NC(=S)Nc1ccc(Cl)c(Cl)c1 do in these assays?
OPRM1-OPRD1 inv: 11; Keap1 Nrf2 FP: 4; HTR5A inv ag: -13; V-ATPase pH: -3; HTR5A ag ctr: -1; Cardiac RTF inh: 0; CAL-PDZ inh HTS: -4; C-LANA FP: -1.8; cardiac RTF act: -1; MOR-DOR ag: -2.3

How did CC1(C(=O)NCc2cccnc2)CCC(=O)N1CCc1ccccc1 (configuration not stated) do in these assays?
OPRM1-OPRD1 inv: 2; Keap1 Nrf2 FP: -3; HTR5A inv ag: -32; V-ATPase pH: -1; HTR5A ag ctr: 11; Cardiac RTF inh: -5; C-LANA FP: -0.9; cardiac RTF act: 6; MOR-DOR ag: -0.5

What do the screens show for `CCOc1ccc(NC(=O)Nc2cccc(C(=O)O)c2)cc1`?
OPRM1-OPRD1 inv: 10; Keap1 Nrf2 FP: 0; HTR5A inv ag: -3; V-ATPase pH: 1; HTR5A ag ctr: 1; Cardiac RTF inh: -3; CAL-PDZ inh HTS: 6; C-LANA FP: -0.2; cardiac RTF act: 2; MOR-DOR ag: -1.9

Two entries picked at random from the list so far:
How did CC(=O)Nc1ccc(SCC(=O)Nc2ccccc2N2CCOCC2)cc1 do in these assays?
OPRM1-OPRD1 inv: 11; Keap1 Nrf2 FP: -8; HTR5A inv ag: 6; V-ATPase pH: 1; HTR5A ag ctr: -2; Cardiac RTF inh: 7; C-LANA FP: -2.5; cardiac RTF act: 1; MOR-DOR ag: -2.1

What do the screens show for `Cc1ccc(OCCN2CCN(C(=O)CCC(=O)Nc3nnc(C(C)C)s3)CC2)cc1`?
OPRM1-OPRD1 inv: -20; Keap1 Nrf2 FP: -6; HTR5A inv ag: -4; HTR5A ag ctr: 2; Cardiac RTF inh: -4; CAL-PDZ inh HTS: -3; C-LANA FP: -0.6; cardiac RTF act: 2; MOR-DOR ag: 3.3

(more compounds)
Results for O=C(NCCCc1ccc(F)cc1)C1CCC(=O)N(CC2CCCCC2)C1 (configuration not stated) ?
OPRM1-OPRD1 inv: 6; Keap1 Nrf2 FP: 0; HTR5A inv ag: -7; V-ATPase pH: -6; HTR5A ag ctr: 1; Cardiac RTF inh: -8; CAL-PDZ inh HTS: -4; C-LANA FP: -0.8; cardiac RTF act: 7; MOR-DOR ag: -1.1

What do the screens show for `CCCCN=C(NNc1ccc(Br)cc1)C(=O)OCC`?
OPRM1-OPRD1 inv: -36; Keap1 Nrf2 FP: -1; HTR5A inv ag: -20; V-ATPase pH: -1; HTR5A ag ctr: -3; Cardiac RTF inh: 3; CAL-PDZ inh HTS: -3; C-LANA FP: -0.8; cardiac RTF act: 6; MOR-DOR ag: 6.9

What do the screens show for `CCCCCCCCC(=O)NNC(=O)c1c(O)c2ccccc2n(CC)c1=O`?
OPRM1-OPRD1 inv: -10; Keap1 Nrf2 FP: 0; HTR5A inv ag: 8; V-ATPase pH: -1; HTR5A ag ctr: -3; Cardiac RTF inh: -6; CAL-PDZ inh HTS: 4; C-LANA FP: 0.3; cardiac RTF act: 1; MOR-DOR ag: 1.9

Results for CC(=O)c1c(C)[nH]c(C(=O)N2CCc3ccccc3C2)c1C ?
OPRM1-OPRD1 inv: 6; Keap1 Nrf2 FP: 0; HTR5A inv ag: 19; V-ATPase pH: 3; HTR5A ag ctr: 4; Cardiac RTF inh: 10; CAL-PDZ inh HTS: -4; C-LANA FP: -1.5; cardiac RTF act: 8; MOR-DOR ag: -1.2

Results for COc1ccc(/C=N/NC(=O)CCSc2nc3ccccc3s2)cc1 ?
OPRM1-OPRD1 inv: -9; Keap1 Nrf2 FP: 0; HTR5A inv ag: 16; V-ATPase pH: -2; HTR5A ag ctr: 7; Cardiac RTF inh: -44; CAL-PDZ inh HTS: 0; C-LANA FP: 1.3; cardiac RTF act: -4; MOR-DOR ag: 1.2
